D1 ag – human D1 receptor agonism | P21728 | HEK293 T-REx D1 cells, calcium flux, agonist mode | activation, % at 2 µM | actives 1% (n = 360,000) | AID 504660; further: 0% is about no effect
Target sequence (P21728 whole entry, looked up): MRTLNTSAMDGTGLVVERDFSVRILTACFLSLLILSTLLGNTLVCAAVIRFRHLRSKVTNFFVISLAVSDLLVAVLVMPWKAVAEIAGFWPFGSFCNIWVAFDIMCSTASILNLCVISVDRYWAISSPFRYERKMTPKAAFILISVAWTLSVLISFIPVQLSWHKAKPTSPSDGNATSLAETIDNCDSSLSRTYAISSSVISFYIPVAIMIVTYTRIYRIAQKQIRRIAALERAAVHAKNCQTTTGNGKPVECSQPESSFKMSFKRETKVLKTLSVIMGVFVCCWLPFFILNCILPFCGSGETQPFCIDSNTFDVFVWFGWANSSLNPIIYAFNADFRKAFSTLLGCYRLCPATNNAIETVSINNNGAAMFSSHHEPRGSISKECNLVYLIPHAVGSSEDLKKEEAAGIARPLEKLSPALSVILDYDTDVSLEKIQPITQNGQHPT
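Inducible HEK293 T-REx D1 cells, force-coupled to calcium signalling, were plated at 4000 cells/well with tetracycline and held overnight at 30 C. After no-wash calcium dye loading, compound-evoked calcium rise over 180 s flagged agonists.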
TRHR PAM – allosteric enhancers of human TRH receptor; P34981; TRHR cells, fluo-8 calcium fluorescence, EC20 TRH enhancement; enhancement, % at 2 µM; actives 0.66% (n = 360,000); in the data active means enhancement above about 30%; further: 0% is about no effect
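Enhancer read-out: after compound pinning and an initial kinetic agonist-mode read, an EC20 of TRH (10 nM final) was injected and fluo-8 calcium signal (Ex 480/Em 530) followed at 1 s/cycle for 100 cycles in TRHR-expressing cells.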
D2 agonist – D2 dopamine receptor (human) agonism; P14416; HEK293 T-REx D2 cells, calcium flux agonist mode; activation, % at 2 µM; actives 0.53% (n = 340,000); AID 485358;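 active means activation over 3 SD above normal in the single-dose calcium agonist read, cut at about 30% in these data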; further: 0% is about no effect
Target sequence (P14416 whole entry, looked up): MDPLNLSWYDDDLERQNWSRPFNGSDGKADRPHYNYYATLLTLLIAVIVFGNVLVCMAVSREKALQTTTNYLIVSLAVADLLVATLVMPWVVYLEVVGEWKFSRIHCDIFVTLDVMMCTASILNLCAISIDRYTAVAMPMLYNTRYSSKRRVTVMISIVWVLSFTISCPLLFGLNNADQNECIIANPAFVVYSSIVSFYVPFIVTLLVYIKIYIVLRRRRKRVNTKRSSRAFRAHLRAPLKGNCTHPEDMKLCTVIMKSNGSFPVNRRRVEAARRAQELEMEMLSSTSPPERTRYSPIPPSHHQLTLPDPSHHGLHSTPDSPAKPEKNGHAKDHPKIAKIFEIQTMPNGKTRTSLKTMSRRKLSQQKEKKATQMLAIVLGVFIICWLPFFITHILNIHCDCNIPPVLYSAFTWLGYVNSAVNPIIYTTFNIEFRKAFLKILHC
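Calcium-flux readout, 1 cycle/sec over 180 s following compound pin transfer, in inducible HEK293 Trex D2 cells (force-coupled); dopamine controls included. Positive calcium responses during this window marked compounds as potential agonists.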
RXFP1 antagonist – blocks the human relaxin receptor RXFP1. HEK293-RXFP1, relaxin-stimulated cAMP HTRF, 30 min; stronger effect = lower value. actives 0.59% (n = 350,000). activity change, negative = inhibition, % at 57.5 µM. Q9HBX9;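 active means activity change of -60% or lower, but not beyond a set lower limit; inconclusive means change between -60% and -40%, or beyond the set limit; inactive means change above -40%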; further: on the % scale 0 is the no-effect control and ±100 the full control effect
D2 PAM – positive allosteric modulators of human D2 dopamine receptor. P14416. HEK293 T-REx D2, calcium flux, EC20 dopamine potentiation. potentiation, % at 10 µM. actives 0.34% (n = 340,000);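 active means potentiation over 3 SD above the plate norm, cut at about 30% in these data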; further: 0% is about no effect
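Potentiation of an EC20 dopamine calcium response measured kinetically over 180 s, after a preceding 180 s compound-only read flagging agonists. Cells: inducible Hek293 Trex D2 line, 4000/well, cultured overnight at 30 C before dye loading.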
TRHR agonist – agonists of human TRH receptor; activation, % at 2 µM; P34981; TRHR cells, calcium flux fluo-8, FDSS agonist mode; actives 0.18% (n = 360,000); further: 0% is about no effect
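Fluo-8-loaded TRHR cells; 10 s baseline, compound added, kinetic Ca2+ fluorescence read 1/s, agonist mode.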
D1 potentiator – potentiators of human D1 dopamine receptor; P21728; AID 504651; potentiation, % at 10 µM; actives 0.036% (n = 360,000); HEK293 TREx D1 cells, calcium flux, dopamine EC20 potentiation; in the data active means potentiation above about 30%; further: 0% is about no effect
D2 antagonist – antagonizes the human D2 dopamine receptor; inhibition, % at 10 µM; actives 2% (n = 340,000); AID 485344; HEK293 TREx D2 cells, calcium flux, dopamine EC80; in the data active means inhibition above about 30%; further: 0% is about no effect
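Overnight-induced (tetracycline, 30 C) HEK293 T-REx cells carrying force-coupled D2 receive a no-wash calcium dye, then compound, then EC80 dopamine at 180 s; signals are read kinetically throughout.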
D1 antagonist – antagonists of human D1 dopamine receptor | P21728 | HEK293 TREx D1 cells, calcium flux, dopamine EC80; stronger effect = lower value | activity change, negative = inhibition, % at 10 µM | actives 3.2% (n = 360,000) | AID 504652; in the data active means activity change below about -30%; further: on the % scale 0 is the no-effect control and ±100 the full control effect
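Compound effects on dopamine-evoked calcium signalling were measured in tetracycline-induced HEK293 Trex D1 cells. Dopamine at EC80 followed a 180 s compound pre-read, and fluorescence was tracked kinetically for 180 s more.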
* hit, by the source's call; ? = inconclusive; . = no result given. Unless noted, no stated cut-off is given here; in the data, active means activation above about 30%; inactive means the rest.

Every second line gives: D1 ag, TRHR PAM, D2 agonist, RXFP1 antagonist, D2 PAM, TRHR agonist, D1 potentiator, D2 antagonist, D1 antagonist
1. CNC(=O)/C(C#N)=C/c1cccc(Oc2ccccc2)c1
  1, -14, -0.1, ?, -1, 0.1, -4, 0, -5
2. CCOc1cc(/C=N\NC(=O)c2c(C)nc3ccccn23)ccc1O
  -1, -14, 0.4, -4, -4, -0.1, -16, 7, 6
3. CCC(=O)Nc1c(C(=O)Nc2cccc(OC)c2)oc2ccccc12
  -1, 0, 0.1, 8, -1, -1.8, 4, -3, 18
4. Cc1cc2nc(SCC(=O)Nc3ccccc3C(=O)O)[nH]c2cc1C
  1, 18, -3.1, ?, 13, -0.2, 1, -4, -5
5. Cc1ccc2nc(SCC(=O)NC3CCCc4ccccc43)[nH]c2c1 (configuration not stated)
  0, -1, -1.9, -17, 12, -2.2, 1, 9, -23
6. O=C(NC(=S)NCc1cccnc1)c1cccc2ccccc12
  0, 6, -1.0, 4, 7, -0.9, 0, -12, 28
7. COc1cc(C(F)(F)F)c(C(=O)NCc2cccc(Cl)c2)cn1
  5, -3, 0.0, -14, -5, -1.0, -1, 7, -6
8. CC1CCN(Cc2nnnn2-c2ccc(Cl)cc2)CC1
  0, -1, -1.1, 7, 6, -0.7, -9, 0, 21
9. COc1ccc(-c2c(-c3ccccc3OC)oc3ccccc23)cc1F
  3, 2, 0.2, ., 4, 0.5, 3, 9, .
10. O=C(Nc1ccccc1)c1cc2ccccc2o1
  0, 1, ., -19, -5, 0.0, -4, ., -13
11. CC(C)(C)c1cc(NC(=O)Nc2ccccc2OC(F)(F)F)no1
  4, -3, -0.4, -10, 7, 1.1, -4, 8, 1
12. Cc1ccc(NC(=O)Cn2c([N+](=O)[O-])cnc2C)cc1Cl
  3, -6, 0.5, -8, 16, 0.2, -2, -8, 6
13. COc1ccc(NC(=O)Nc2nnc(C(C)(C)C)s2)cc1
  1, 1, 1.3, -2, -1, 1.0, -3, -3, -5
14. CC(=O)c1ccc(N2CCN(S(=O)(=O)c3ccc4c(c3)CC(C)N4C(=O)C3CCC3)CC2)cc1 (configuration not stated)
  4, 5, -0.7, -4, -6, -0.3, -1, ., -3
15. Cc1cc(NC(=S)NC(=O)/C=C/c2ccc(S(=O)(=O)N3CCOCC3)cc2)ccc1Br
  -1, -2, 1.7, -4, -3, -0.1, -3, -6, -6
16. CCCCNC(=O)COC(=O)C1CCN(S(=O)(=O)c2ccc3c(c2)OCCO3)CC1
  5, 4, 0.0, 3, 4, -0.1, ., -44, 6
17. O=C1C2C3C=CC(C3)C2C(=O)N1c1n[nH]c(-c2ccccc2)n1 (configuration not stated)
  0, -5, 0.0, -4, 4, 0.1, -8, 8, 5
18. CN(CC(=O)Nc1ccccc1C(F)(F)F)C(=O)C1CC1
  0, 1, ., 6, -9, 0.2, -2, ., 3
19. COc1ccc(-c2noc(CCN3C(=O)c4ccccc4C3=O)n2)cc1OC
  0, 13, -1.8, 1, 0, -1.5, -1, -22, -11
20. Cc1ccc(CNC(=O)C2CCN(S(=O)(=O)c3c(C)noc3/C=C/c3c(C)cc(C)cc3C)CC2)cc1
  7, 2, 0.6, 10, 11, 1.0, 0, ., 3

Full records, quoted from the list. Screens in order: D1 ag	TRHR PAM	D2 agonist	RXFP1 antagonist	D2 PAM	TRHR agonist	D1 potentiator	D2 antagonist	D1 antagonist
`Cc1cc(NC(=S)NC(=O)/C=C/c2ccc(S(=O)(=O)N3CCOCC3)cc2)ccc1Br` is listed with -1	-2	1.7	-4	-3	-0.1	-3	-6	-6
`CC(=O)c1ccc(N2CCN(S(=O)(=O)c3ccc4c(c3)CC(C)N4C(=O)C3CCC3)CC2)cc1` (configuration not stated) is listed with 4	5	-0.7	-4	-6	-0.3	-1	.	-3
`COc1ccc(-c2noc(CCN3C(=O)c4ccccc4C3=O)n2)cc1OC` is listed with 0	13	-1.8	1	0	-1.5	-1	-22	-11

Additional compounds follow.
Every second line gives: D1 ag, TRHR PAM, D2 agonist, RXFP1 antagonist, D2 PAM, TRHR agonist, D1 potentiator, D2 antagonist, D1 antagonist
21. NC(=O)C(=CNc1nc(-c2ccc(Cl)c(Cl)c2)cs1)C(N)=O
  4, -4, -0.5, ., 5, -0.7, -2, -21, -5
22. Nc1nnc2c(C(F)(F)F)nc3ccccc3n12
  1, 20, -0.5, -12, -5, 0.0, -4, 0, -7
23. O=C(/C=C/c1cccc([N+](=O)[O-])c1)N1CCN(C(=O)c2ccco2)CC1
  1, -8, 0.8, 5, -2, 0.0, 2, -3, -8
24. CN(CC(=O)Nc1c(Cl)cccc1Cl)C(=O)c1sccc1-c1ccccc1
  5, -9, 0.4, -14, -7, -1.6, 4, -5, 6
25. O=C(Cn1cc([N+](=O)[O-])cn1)Nc1nc2ccccc2s1
  6, 0, 0.5, 11, 2, 0.2, 5, -10, 4
26. CCNC(=O)C1CC(=O)N(Cc2ccc3c(c2)OCO3)C(=Nc2ccc(F)cc2)S1 (configuration not stated)
  2, 4, 0.2, -15, 3, 0.4, -2, -1, 6
27. Cc1noc(C)c1COc1ccc(C(=O)OCC(=O)Nc2ccc3c(c2)OCO3)cc1
  3, -1, 0.1, -4, 14, -0.3, -5, -3, -6
28. O=C(CNCCC1=CCCCC1)Nc1ccccc1N1CCCCCC1
  0, -1, 2.4, -23, 2, 0.3, 7, 3, -1
29. Cc1ccc(CN2CC(C(=O)Nc3cccc(S(=O)(=O)N4CCCCC4)c3)CC2=O)cc1 (configuration not stated)
  1, 2, -1.1, 7, -3, -0.5, -7, -11, 6
30. [O-]C1=N/[N+](=C/c2ccc(Cl)cc2)CC1
  0, -6, 0.0, -5, 15, -0.6, -1, 5, .
31. COCC(=O)N1c2nc(C(C)C)nn2C2(CCCCC2)[C@@H]2CCCC[C@@H]21
  -1, -4, -2.1, -5, 16, -1.3, 0, ., 4
32. Clc1cccc(Cl)c1COc1ccncc1
  0, 4, 4.3, 9, -14, 0.4, -3, -11, 3
33. CCOc1ccc(OCCC(=O)N2CCN(S(=O)(=O)c3ccc(OCC)cc3)CC2)cc1
  6, -2, -2.0, 1, 8, 0.5, -4, 3, 0
34. COc1cc(SC)ccc1C(=O)N(C)CC(=O)Nc1cccc2ccccc12
  0, 1, ., -6, ., -0.5, -4, ., -12
35. CN(C)CCn1c2c(c(SCC(=O)Nc3cccc(C(F)(F)F)c3)nc1=O)CCCC2
  12, 7, 0.5, -15, 15, 0.0, 4, -12, 3
36. Cn1c(=O)c(=O)n(C)c2cc(N3CCOCC3)c(NS(=O)(=O)c3ccc([N+](=O)[O-])cc3)cc21
  2, 4, -0.1, -27, 15, -0.5, -9, -3, -8
37. Cc1ccccc1CSCCNC(=S)Nc1ccccc1
  10, 7, 0.3, 16, 12, -0.3, -6, 1, -27
38. C/C(=N\Nc1ccc(C(=O)O)cc1)c1ccc(Br)cc1
  1, 0, 0.2, 1, -3, 0.0, -6, 7, -9
39. CCOC(=O)c1cc2c(=O)n3ccccc3nc2n(Cc2ccco2)c1=NC(=O)c1cccnc1
  4, -3, 1.2, -9, 13, 9.0, 0, 3, 4
40. CCc1ccccc1OCC(=O)Nc1cccc(S(=O)(=O)NCc2ccco2)c1
  14, 0, 1.2, -5, 0, 2.3, -5, -13, -23
41. COc1ccc(NC(=O)C(C)N(c2ccccc2)S(C)(=O)=O)cc1 (configuration not stated)
  -1, 5, -0.1, 1, 16, -1.0, -1, ., -7
42. Cc1ccc(S(=O)(=O)C(C#N)c2nc3ccccc3nc2OCCO)cc1 (configuration not stated)
  -3, 3, 0.0, 2, 4, -0.8, -4, -2, -4
43. COCc1nc2oc3ccc(C)cc3c(=O)c2cc1C(=O)OC
  2, 4, -0.1, 22, 2, -1.1, -2, 6, -3
44. COc1cc(OC)cc(-c2nnc(NC(=O)Cc3ccc(F)cc3)o2)c1
  -1, 3, -0.4, ?, 0, 0.3, 0, -16, -3
45. Cc1nn(-c2ccccc2)c(C)c1S(=O)(=O)O
  2, 0, 0.1, -3, 3, 0.1, 1, 8, -16
46. Cc1ccc(C(=O)NCc2ccco2)cc1S(=O)(=O)N1CCCC1
  5, -1, ., -12, ., -0.1, -4, ., -9
47. O=c1c([N+](=O)[O-])cccn1Cc1ccccc1Cl
  2, 0, 0.8, 9, ., -0.1, -2, -8, -19
48. Cc1ccsc1/C=N/NC(=O)C1CC(=O)N(c2ccccc2)C1 (configuration not stated)
  0, 1, -0.3, -3, 2, 0.1, -7, 5, -47*
49. CC1Cc2cc(/C(O)=C3\C(=O)C(=O)N(CCN4CCOCC4)C3c3ccccc3F)ccc2O1 (configuration not stated)
  5, -18, 0.4, 15, 2, 0.3, -8, 1, -14
50. Cc1oc2c(c(C)cc3oc(=O)c(CC(=O)NCCC(=O)O)c(C)c32)c1C
  17, 14, -0.6, -2, -3, 0.7, -5, 10, -4
51. CCOc1ccc(CC(=O)NNC(=S)Nc2ccccc2)cc1Br
  2, 2, -0.1, 5, -2, -0.1, 25, 10, -15
52. CC(C)c1onc(C(=O)Nc2cccc(O)c2)c1[N+](=O)[O-]
  0, -2, 0.2, 2, -9, 1.0, -8, 7, -1
53. O=C(c1cc2c(s1)CCCC2)N1CCN(S(=O)(=O)c2ccccc2)CC1
  3, 6, -0.5, -3, 8, -0.1, -2, -5, -6
54. Cc1nnc(SCC(=O)NCC2COc3ccccc3O2)s1 (configuration not stated)
  0, 3, 0.5, 3, -7, -0.2, -4, -5, -31*
55. Cn1c(=O)c2c([nH]c(OCc3ccc(Cl)cc3Cl)[n+]2Cc2ccc(F)cc2)n(C)c1=O
  1, 12, -0.7, -1, 5, 0.3, -2, 5, -4
56. N#Cc1ccccc1NC(=O)Nc1ccccc1
  1, 5, -0.7, -9, -3, -0.4, 5, -5, -3
57. CN(C(=O)CCOc1ccccc1)c1c(N)n(Cc2ccccc2)c(=O)[nH]c1=O
  3, -4, -0.2, 6, -1, 0.3, -6, 11, 11
58. O=C(O)c1cccc(S(=O)(=O)Nc2ccccc2Cl)c1
  0, 2, 0.5, 4, 4, 0.1, 0, -3, -2
59. Cn1c(=O)c2c(nc(SCCN3CCCCC3)n2C)n(C)c1=O
  0, 3, 0.6, -4, 2, 0.5, 1, -42, 4

Screens deposited in PubChem BioAssay by National Center for Advancing Translational Sciences (NCATS).
